Source: PubChem (National Center for Advancing Translational Sciences (NCATS))
Pf Dd2 inh – Plasmodium falciparum Dd2 growth inhibition | P. falciparum Dd2 growth, SYBR Green, 72 h | Potency, µM (highest dose often 28.9 µM), for the others: at the highest dose activity, negative = inhibition, most hits filed as inhibitors | hit rate 4.3% among 120,000; active = well fitted inhibition curve with a large enough effect; inconclusive = small, poorly fitted or top-dose-only effect; inactive = no such curve, though single readings can be large or run the other way;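 note: plate controls were DMSO vehicle for no effect and reference drug for full effect; nearly all actives have a fitted effect of over 65% in size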
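Infected erythrocytes (Dd2, 0.3% parasitemia, 2.5% hematocrit final) are added to compound in RPMI-1640/Albumax II medium, grown 72 h at 37C in low oxygen, then lysed with saponin/Triton-X containing SYBR Green and read by fluorescence.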
An asterisk follows results filed as active; i = inactive; ? = inconclusive; [ ] = dose if it differs, or a comment. Potency is the fitted concentration of half-maximal effect.

Structure,Pf Dd2 inh
Fc1ccc(OCc2nnc([C@H]3CCN(Cc4cccnc4)C3)o2)cc1,?
CS(=O)(=O)N1CC2(CCN(Cc3ccccn3)C2)Cc2ccccc21 (stereo not given),?
COc1cccc(-n2c(SCC(=O)Nc3cccc(Cl)c3)nc3c(oc4ccccc43)c2=O)c1,?
COc1ccc(CNS(=O)(=O)c2cc3c(cc2C)N(C)CCO3)cc1,31.3%
Nc1n[nH]c(CNc2cc(-c3ccc(F)cc3)nc3ccnn23)n1,-4.9%
COc1ccnc(N2CC[C@H](c3nnc(-c4ccc(C)cc4)o3)C2)n1,?
Cc1c(Cl)cccc1NC(=O)C(CCS(C)(=O)=O)N1Cc2ccccc2C1=O (stereo not given),6.5%
COc1ccc(C)cc1NC(=O)N1CCC(N2CC3CC(C2)[C@H]2CCCC(=O)N2C3)CC1 (stereo not given in full),-10.0%
COc1ccc(C(=O)N2CCC3(CC2)CCN(Cc2cccs2)c2ccccc2O3)cc1,-19.3%
CCOCCn1nc(C)cc1C(=O)N1C[C@@H](C)[C@](O)(C2CC2)C1,-9.6%
CC(C)CCN(Cc1ccco1)C(=O)c1cc2c(Cl)nc3ccccc3c2s1,?
COCCN1C(=O)CS(=O)(=O)C12CCN(C(=O)c1ccc(F)cc1)CC2,14.9%
CC1=C[C@@H](CNS(C)(=O)=O)[C@H](C(C)C)C[C@H]1Cc1nc2ccccc2n1C,?
O=C(c1cc[n+]([O-])cc1)N1CCC2(CCCN(Cc3cccc(F)c3F)C2)C1 (stereo not given),-13.8%
C=CCNC(=O)C(NC(=O)c1cccc(OC)c1)C1CCN(C(=O)C2CCCC2)CC1 (stereo not given),i
Cc1cccc(NC(=O)Cn2c(-c3ccc(F)cc3)nc(C)c(CCO)c2=O)c1C,i
O=C(c1cc(COc2cccc(F)c2)[nH]n1)N1CCC(N2CCSCC2)CC1,-8.8%
CCc1ccc(S(=O)(=O)NCCc2cn3ccsc3n2)cc1,1.2%
CCC1=C(C(=O)OC)C(c2ccccc2OC)N2C(CC(=O)N3CCCCC3C)=CSC2=N1 (stereo not given),?
O=C1CC(c2ccccc2)N(C(=O)C2CC2)CCCN(C(=O)c2cc3ccccc3[nH]2)CCN1 (stereo not given),11.2µM*

An excerpt from above in order of count of non-hydrogen atoms, highest first:
Structure,Pf Dd2 inh
COc1ccc(C)cc1NC(=O)N1CCC(N2CC3CC(C2)[C@H]2CCCC(=O)N2C3)CC1 (stereo not given in full),-10.0%
COCCN1C(=O)CS(=O)(=O)C12CCN(C(=O)c1ccc(F)cc1)CC2,14.9%
CS(=O)(=O)N1CC2(CCN(Cc3ccccn3)C2)Cc2ccccc21 (stereo not given),?

(next part)
Structure,Pf Dd2 inh
COc1ccc(-n2nc(C)c([C@H]3C=C[C@@H](OC(=O)Nc4ccc(Br)cc4)C3)c2C)cc1,?
C#CCN(C)CC[C@@H]1CC[C@H](O)[C@@H](C(=O)NC2CCCCC2)O1,-3.3%[44.1 µM]
CCc1cccc(C)c1NC(=O)CCCn1nc(C)c2sc3ccccc3c2c1=O,11.2%
CCOc1ccccc1NC(=O)CN1C(=O)NC2(CCCCC2)C1=O,i
Cc1ccc(Cn2c(CN3CCC(C(=O)NCc4ccccc4C)CC3)cc3ccccc32)cc1,-10.1%
O=C(NCCc1cnn(-c2ccccc2)c1)C1NCCc2[nH]cnc21 (stereo not given),-2.7%
Cc1cccc(N2CCN(C(=O)Cn3ncc4c5ccccc5n(C)c4c3=O)CC2)c1C,45.5%[activator]
COc1ccc(-c2nc3sc(CCNC(=O)c4cccc(C(F)(F)F)c4)c(C)n3n2)cc1,i
C=CCNC(=O)CCc1c(C)nn(-c2ccccc2C)c1Oc1ccccc1,i
O=C(Nc1ccc(Br)cc1C(=O)c1ccccc1Cl)c1ccc(Br)cc1,i
CCc1ccc(NC(=O)C2CCN(c3nc(-c4ccc(OC)cc4)no3)CC2)cc1,i
COc1ccc(C2=NOC3(CCN([S+](=O)([O-])c4c(C)noc4C)C3)C2)cc1 (stereo not given),?
Cc1cc2c(cc1S(=O)(=O)Nc1ccc(C(C)C)cc1)OCCN2C,?
COc1cccc(CNC(=O)N2CCCC3(C2)Nc2cccnc2NC3=NC2CCCC2)c1 (stereo not given),?
CCN1CCCN(S(=O)(=O)c2cnn(CC)c2)CC12CCOCC2,?
COc1ccc2c(CNCCc3ccc(SC)cc3)c(C(=O)O)n(Cc3ccc(F)cc3)c2c1,i
O=C(NC1CCN(c2cc(-c3ccc(F)cc3)[nH]n2)C1)c1cccc(F)c1 (stereo not given),i
CCCC1c2nccn2CCCN1C(=O)c1noc(C)c1COC (stereo not given),-3.0%
COc1ccc(C2(C(=O)N3CCCC(Cc4nc(C5CCOCC5)no4)C3)CC2)cc1 (stereo not given),8.3%
Cn1ncc(N2CCCC(C(=O)NCCCc3ccccc3)C2)cc1=O (stereo not given),i
COc1ccc(C2NC(=O)N(C)C3=C2C(=O)N(c2ccc(C)cc2)C3)cc1 (stereo not given),11.1%
CCc1ccc(C(=O)N2CC(c3nnc(C(C)C)o3)C3(CCOCC3)C2)cc1 (stereo not given),-16.9%
C[S+](=O)([O-])N1CCCC(c2nn(-c3ccccc3)c(=O)[nH]2)C1 (stereo not given),14.6%[44.1 µM]
Cc1nc2c(c(-c3ccc(Cl)cc3)n1)CCN(C(=O)c1ccc(F)cc1)CC2,?
CN[C@@H](CC(C)C)C(=O)N[C@@H]1C=C(C(=O)N[C@H]2CCCNC2=O)C[C@@H](O)[C@@H]1O,40.8%[activator][44.1 µM]
COc1cc(C(=O)N2CCCC2c2nonc2C)ccc1OC1CCN(C(C)=O)CC1 (stereo not given),-19.4%
CCC(NS(=O)(=O)c1ccc(C(=O)NC2CC2)cc1)c1cnn(C)c1 (stereo not given),2.9%
COc1ccc(-c2noc(CSc3nnc(Cc4ccccc4)n3-c3ccc(F)cc3)n2)cc1,13.9%
COc1ccc(OC)c(CCNC(=O)c2ccc3c(c2)c(C)c(C)n3Cc2ccccc2)c1,?
CS(=O)(=O)c1ccc(CC(=O)N2CCc3nn(CC#N)c(=O)n3CC2)cc1,16.4%
CCn1c(=O)n(-c2ccc3c(c2)OCO3)c2nc(-c3ccc(C(C)C)cc3)nc(C(N)=O)c21,?
O[C@@H]1C[C@@H](c2nc(-c3ccc(F)cc3)no2)N(Cc2ccncc2)C1,-12.9%[44.1 µM]
COc1ccc(CN2CCN(CC(N)=O)CC2CCO)c(F)c1 (stereo not given),-3.4%
Cc1cc(C(=O)N[C@H](C)c2onc(C)c2C(=O)O)c(C)o1,5.7%[44.1 µM]
CCOC(=O)c1ccc(NC(=O)Cn2cc(C(=O)c3cccs3)c3ccccc32)cc1,-3.8%
Cn1nc(C2CCN(S(=O)(=O)c3cccs3)CC2)n(CCc2ccccc2)c1=O,i
COc1ccc(Cl)cc1NC(=O)CSC1=Nc2ccccc2C2=NC(CC(=O)NC3CCCCC3)C(=O)N12 (stereo not given),?
O=C(Nc1ccc(Cl)cc1Cl)c1ccc2cc[nH]c2n1,-7.2%
CC(C)NC(=O)[C@H]1CN2CCC1C[C@@H]2Cn1cc(CSc2ccccc2)nn1 (stereo not given in full),i
CC(=O)N1CCC(Cc2ccc(C(=O)NCc3cn[nH]c3C)cc2)CC1,-21.2%

Quoted at random: 2 compounds from above.
Structure,Pf Dd2 inh
Cc1cccc(N2CCN(C(=O)Cn3ncc4c5ccccc5n(C)c4c3=O)CC2)c1C,45.5%[activator]
CS(=O)(=O)N1CC2(CCN(Cc3ccccn3)C2)Cc2ccccc21 (stereo not given),?

Other results
Structure,Pf Dd2 inh
Cc1ccc(C(=O)c2cn(CC(=O)NC3CCCCC3)c3nc(C)ccc3c2=O)cc1,-26.2%
CN1CCc2c([nH]c3ccccc23)C12CCN(C(=O)c1cc(CN3CCOCC3)on1)CC2,i
COc1ccc(CNC(=O)c2ccc3c(c2)CCN3S(=O)(=O)c2ccc(C)cc2)cc1,?
CCOCCCNC(=O)CN1C(=O)COc2ccc(S(=O)(=O)N3CCCC3)cc21,21.7%
Cc1noc(-c2ccc3c(c2)OCO3)c1C(=O)N1CCC(Cc2ccc(F)cc2)CC1,?
O=C(c1ccoc1)N1CCCn2cc(-c3ccccc3)nc21,-10.8%
CCC(CC)C(=O)Nc1c(C(=O)N2CCN(c3ccccc3)CC2)oc2ccccc12,?
O=C(O)CO[C@@H]1COCC[C@H]1NC(=O)C1(CO)CC1,4.1%
O=[N+]([O-])c1ccc(Cl)nc1N1CC2CCC(C1)N2CC(F)(F)F,-24.4%
CC(C)CC(=O)N1CCC(c2noc(-c3cnccn3)n2)C1 (stereo not given),i[5.79 µM]
O=C(C1CC(=O)N(C2CC2)C1)N1CCC(Oc2cccc(Cl)c2)CC1 (stereo not given),-0.6%
COc1ccc(OC)c2sc(N(Cc3cccnc3)C(=O)c3ccc(C(C)=O)cc3)nc12,?
O=C(NC1CCCC1)C1CCc2nc(N3CCN(C(=O)C4CCC4)CC3)sc2C1 (stereo not given),?
CCC(=O)N1CCc2cc(S(=O)(=O)NCCC(=O)Nc3ccc(C)cc3)ccc21,-14.2%
COc1ccc(N2CCN(C(=O)c3ccc(N4CC5CC(C4)[C@H]4CCCC(=O)N4C5)nc3)CC2)cc1 (stereo not given in full),-13.4%
COc1cccc2ccc(N3CCN(Cc4ccccc4)CC(O)C3)nc12 (stereo not given),?
O=C(Cc1cccc(F)c1)N1CCC2(CC1)NC(=O)N(c1cccc(F)c1)N2,?
Cc1nc2n(c1C(=O)N(C)C)CCN(C(=O)c1cc(=O)n(C)c(=O)n1C)C2,-8.0%
O=S(=O)(NC1CCCN(c2nc3ccccc3s2)C1)N1CCCC1 (stereo not given),-21.7%
Cc1ccc2c(c1)N1C(=O)OC[C@@H]1CCN(C(=O)c1ccc(C(F)(F)F)cc1)C2,-43.6%[44.1 µM]
Cc1ccc(C(O)Cn2ccn3nc(-c4ccc(F)cc4)cc3c2=O)cc1C (stereo not given),i
Cc1noc(C)c1-c1cc2cc(CN(C)C)oc2c(N2CCN(c3ccccn3)CC2)n1,-32.4%[44.1 µM]
COc1ccc(CCN2C(=O)N(c3ccc(F)cc3)C(=O)C2CC(=O)Nc2ccc(OC)cc2)cc1 (stereo not given),11.3%
COc1ccc(C(=O)N2C[C@@H]3OCC(=O)N(CC4CCCCC4)[C@@H]3C2)cc1,-17.2%[44.1 µM]
CCCCN(C)C(=O)c1ccc2c(c1)N(Cc1cccc(Cl)c1)C(=O)c1ccccc1S2=O (stereo not given),?
CC(C)c1nc2c(c(-c3ccc(O)cc3)n1)CCN(Cc1ccccc1C(F)(F)F)CC2,?
COc1ccc(-n2nc(C3CCN(C(=O)C(C)(C)C)CC3)[nH]c2=O)cc1,i
CCN1C(=O)C(Cc2nc3ccccc3c(=O)n2-c2ccccc2)c2cc(Br)ccc21 (stereo not given),?
O=C(NCCc1ccc(Cl)cc1Cl)C1CNCCO1 (stereo not given),i
COc1ccc(CC(=O)Nc2ccc(-c3nc4ccccc4s3)cc2Cl)cc1,-9.4%
CC(=O)N1CCCc2cc(S(=O)(=O)N(C)CC(=O)Nc3ccc(Cl)cc3C)ccc21,?
COCCn1cc2c3c(cccc31)CN(C(=O)c1cc(F)ccc1Cl)CC2,?
O=C(Nc1cccc(-c2nnc3n2CCCC3)c1)c1ccc(Cl)cc1,?
COc1ccccc1Cc1nc2ccccc2nc1SCC(=O)Nc1ccc2c(c1)OCO2,i
Cc1ccc(C(C(=O)NCc2c(C)n[nH]c2C)N(C)C)cc1 (stereo not given),1.0%
CCNC(=O)CN1CCN(C(=O)[C@@H](N)Cc2cnc[nH]2)CC1,-6.1%
CC1=C[C@@H](CNC(=O)COc2ccccc2)[C@H](C(C)C)C[C@H]1Cc1nc2ccncc2[nH]1,?
CCSc1nnc2c(n1)OC(CC)N(C(C)=O)c1ccccc1-2 (stereo not given),18.6%
Cc1cc(C)cc(C(=O)Nc2ccc(-c3cn4cccnc4n3)cc2)c1,-8.1%
O=C1NCCCCCCN(C(=O)C2CCCCC2)[C@H]2CCCC[C@@H]12,i
COc1cc2c(cc1OCc1ccccc1)NC(=O)C21CCN(Cc2c(C)noc2C)CC1,-21.5%
CCNc1nccc(N2CCC(CC(=O)NCCCOC)CC2)n1,4.9%
COC[C@@H]1CN(C(=O)c2occc2C)C[C@H]1c1ccccn1,-5.2%
COc1ccc(CCC(=O)N2CCC[C@H]2c2nc(-c3ccc(OC)c(OC)c3)no2)cc1,i
Cc1ccc(-c2cc3nccc(-c4cc([N+](=O)[O-])ccc4O)n3n2)cc1,?
COc1ccccc1N1CCN(C(=O)CCc2ccccc2C)CC1=O,-4.1%
COCC(=O)N1CCN(C(=O)c2cccc(F)c2)C[C@H]1C(=O)N[C@H](C)C(=O)OC,18.9%[44.1 µM]
CCc1ccc(OCC(=O)Nc2c(C(=O)c3ccccc3)oc3ccccc23)cc1,33.0%[activator]
COCCNC(=O)[C@H]1C[C@H](Oc2cccnc2)CN1C(=O)Cc1cccc(OC)c1,0.8%
Cc1cc(NC(=O)CSc2nc3c([nH]c4ccccc43)c(=O)n2-c2ccccc2)no1,-25.8%

The list is partial; count on the stated rates, not on these rows.
